Assay outcomes from PubChem.
NCOA3 inh: inhibits human SRC3 coactivator; HEK293 GAL4-SRC3 luciferase reporter, luminescence; inhibition, % at 3.6 µM; hit rate 0.17% among 360,000; AID 588352;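 active = inhibition above a per-campaign cutoff, the mean of all compounds plus 3 SD, cut at about 60% in these data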;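 note: 0% = DMSO-treated cells and 100% = gossypol-treated cells at 36 µM; higher means less SRC3-driven luciferase light from the GAL4 reporter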
TRAIL sens C8: caspase-8 TRAIL sensitization; hit rate 1% among 360,000; inhibition (viability loss, TRAIL sensitization), % at 10 µM; NB7+C8 cells + TRAIL, ATPlite viability luminescence;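 active = compounds causing at least 50% loss of cell viability in the single-dose screen, relative to plate controls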
SRC1 inh: inhibitors of human steroid receptor coactivator 1 (SRC1) | HEK293 GAL4-SRC1 luciferase reporter, luminescence | hit rate 0.12% among 360,000 | inhibition, % at 3.6 µM | AID 588354 | Q15788;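 active = inhibition above the campaign mean plus 3 SD, with each screening campaign given its own cutoff, cut at about 60% in these data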;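 note: 0% = DMSO treated cells and 100% = gossypol at 36 µM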
KKLEB tox: counter-screen for CF NF-kB inhibitors: cytotoxicity; KKLEB CF airway cells viability, ATPlite luminescence, overnight; stronger effect = lower value; cells stimulated with P. aeruginosa culture filtrate; activity change (cytotoxicity), % at 5 µM; hit rate 0.36% among 360,000;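 active = corrected activity change at or below -50% at 5 µM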
SRC2 inh: human SRC2 (NCOA2) inhibition; hit rate 0.17% among 370,000; inhibition, % at 9 µM; AID 651957; HEK293 GAL4-SRC2 luciferase reporter, luminescence;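 active = inhibition above the mean inhibition of all tested compounds plus 3 SD, set per campaign, cut at about 52% in these data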;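 note: 0% = DMSO treated cells and 100% = cells given Gossypol at 36 µM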
NR2F2 inh: inhibitors of human COUP-TFII (NR2F2); P24468; HEK293T NGFI-A luciferase reporter, luminescence; inhibition, % at 8.6 µM; hit rate 0.7% among 370,000; AID 686940;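 active = inhibition above a per-plate cutoff, mean inhibition of test wells between control levels plus 3 SD, cut at about 38% in these data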;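 note: cells cotransfected with COUP-TFII expression vector driving the NGFI-A reporter; 0% = median of COUP-TF2 test wells and 100% = reporter-only cells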
Target sequence (P24468 whole entry, looked up): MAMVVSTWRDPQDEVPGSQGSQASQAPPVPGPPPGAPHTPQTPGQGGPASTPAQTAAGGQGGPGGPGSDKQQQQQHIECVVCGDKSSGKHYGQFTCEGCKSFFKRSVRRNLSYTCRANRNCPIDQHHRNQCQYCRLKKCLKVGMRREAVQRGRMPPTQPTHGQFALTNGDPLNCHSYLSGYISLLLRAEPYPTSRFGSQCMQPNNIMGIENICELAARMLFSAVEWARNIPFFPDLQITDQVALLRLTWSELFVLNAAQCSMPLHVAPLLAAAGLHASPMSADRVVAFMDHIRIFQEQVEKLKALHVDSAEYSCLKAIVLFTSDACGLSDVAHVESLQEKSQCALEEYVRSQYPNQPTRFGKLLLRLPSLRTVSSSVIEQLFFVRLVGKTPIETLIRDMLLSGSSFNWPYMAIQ
EBV LMP1 NFkB: reduces LMP1-driven NF-kappaB luciferase signal; inhibition, % at 12.5 µM; LMP1-induced NF-kappaB luciferase reporter cells, luminescence; AID 504558; hit rate 0.69% among 350,000; in the data active = inhibition above about 41%;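 note: 0% = neutral control wells and 100% = reference inhibitor control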
CF NFkB inh: inhibitors of cystic fibrosis induced NF-kB; KKLEB NF-kB-GFP reporter, PAF-induced, GFP fluorescence overnight; inhibition, % at 5 µM; hit rate 0.86% among 360,000; AID 588850;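 active = at least 50% inhibition at 5 µM, scaled per plate between neutral and stimulator controls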;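 note: PAF is a Pseudomonas aeruginosa culture filtrate used as stimulus; plate controls were PAF-stimulated DMSO wells for no effect and unstimulated DMSO wells for full effect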
TWEAK Fn14 block: inhibitors of TWEAK-Fn14 interaction signaling; hit rate 2% among 360,000; TWEAK-stimulated Fn14 reporter cells, luciferase luminescence, 8 h; inhibition, % at 10 µM; in the data active = inhibition above about 50%
TROY signal inh: TROY signaling inhibition | hit rate 0.98% among 360,000 | inhibition, % at 10 µM | Q293 LMP1-TROYcd NF-kB luciferase reporter, 4 h;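 active = compounds whose plate-normalised and pattern-corrected inhibition of the luciferase reporter signal at the single screening dose is 50% or more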
NR5A2 inv ag: suppresses constitutive activity of human LRH-1; inhibition, % at 3.6 µM; AID 602396; O00482; hit rate 0.13% among 360,000; HEK293T StAR-luciferase reporter, LRH-1 transfected, 24 h;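 active = inhibition above the mean inhibition of all tested compounds plus 3 SD, cut at about 73% in these data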;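 note: 0% = DMSO wells and 100% = reporter-only cells lacking LRH-1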
Target sequence (O00482 whole entry, looked up): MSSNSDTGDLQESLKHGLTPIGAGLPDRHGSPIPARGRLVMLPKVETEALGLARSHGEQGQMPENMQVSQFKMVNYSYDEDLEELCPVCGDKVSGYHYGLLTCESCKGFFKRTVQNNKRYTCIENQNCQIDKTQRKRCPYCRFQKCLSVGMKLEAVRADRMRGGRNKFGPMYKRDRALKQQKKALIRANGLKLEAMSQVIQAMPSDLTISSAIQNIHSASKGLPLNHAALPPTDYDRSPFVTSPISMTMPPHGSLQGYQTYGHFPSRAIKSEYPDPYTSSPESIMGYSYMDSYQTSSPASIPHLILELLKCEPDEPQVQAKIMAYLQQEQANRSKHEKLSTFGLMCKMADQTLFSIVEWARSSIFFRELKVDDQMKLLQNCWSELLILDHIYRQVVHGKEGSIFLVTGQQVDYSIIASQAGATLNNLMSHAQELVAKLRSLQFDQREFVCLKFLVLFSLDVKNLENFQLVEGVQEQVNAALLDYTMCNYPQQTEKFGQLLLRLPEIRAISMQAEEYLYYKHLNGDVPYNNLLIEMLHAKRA
* marks the source's active call; other numbers are inactive results; . = no result given.

Sequence of screens: NCOA3 inh, TRAIL sens C8, SRC1 inh, KKLEB tox, SRC2 inh, NR2F2 inh, EBV LMP1 NFkB, CF NFkB inh, TWEAK Fn14 block, TROY signal inh, NR5A2 inv ag
1) O=C(NNC(=O)c1ccccc1O)c1cccc(Br)c1
  -25, 16, 4, 1, -40, -25, -5, -13, -30, 0, -58
2) CCOc1ccc(C2C(C(=O)Nc3cc(C)on3)c3ccccc3C(=O)N2CCN2CCOCC2)cc1 (stereo not drawn)
  8, -11, -21, 10, 11, 24, 3, -18, -15, 10, 14
3) CC(CCc1ccccc1)NC(=O)COC(=O)c1ccccc1Br (stereo not drawn)
  -13, 11, -3, -8, -19, -3, -4, 2, -15, -20, -4
4) COc1ccc2cc(C(c3nnnn3C3CCCC3)N3CCCCCC3)c3nnnn3c2c1 (stereo not drawn)
  7, 23, -11, -15, -13, -13, -2, 15, -21, -24, 1
5) CC(=O)Nc1ccc(C(=O)COC(=O)c2cccs2)c(F)c1
  -66, 0, -81, 11, -46, -50, -32, -39, 6, 19, -60
6) Cc1ccc(NC(=O)CN(C)C(=O)c2cc(-c3ccco3)nc3ccccc23)cc1
  20, 3, -2, -18, 9, 7, -4, 25, 2, 4, 6
7) CCOc1cccc(CNc2ccc(O)cc2)c1OCc1ccccc1Cl
  -12, -10, -26, -5, -2, 11, -7, -4, -25, 18, -1
8) O=C(CSc1n[nH]c(=O)[nH]c1=O)NC1CC1
  3, 4, -8, 2, -13, -3, -1, 6, -6, -11, 0
9) COc1cc(C(=O)NCCNc2nc3cc(C)ccc3cc2C#N)cc(OC)c1OC
  -4, 4, 4, -11, 6, -12, 9, -1, -3, -11, 20
10) N/C(=N\OC(=O)c1ccc(Cl)cc1)c1[nH]ncc1Br
  -56, 35, -109, 1, -28, -59, -25, -1, 65*, 18, -113
11) CC(C)C1Cc2c(sc3c2c(=O)n(-c2ccccc2)c2n[nH]c(=S)n32)CO1 (stereo not drawn)
  17, 9, 7, -2, 4, 9, 12, 5, 1, 13, -11
12) CCN(C(=O)CCS(=O)(=O)c1ccc(Br)cc1)c1ccc2c(c1)OCO2
  6, -4, -10, -2, -34, 14, 0, 0, 5, -6, 2
13) Cn1nc(C(F)(F)F)cc1-c1ccc(/C=C(\C#N)C(=O)c2cccc(C(F)(F)F)c2)s1
  -24, 4, -15, -2, -16, -1, ., -14, -13, -2, -28
14) Cc1[nH]c2ccc(C(=O)NC3CCCC3)cc2c1C
  -2, 3, -13, -1, -44, -10, 2, -11, -26, -39, -56
15) CCC(=O)NC(c1ccco1)c1cc(Br)c2cccnc2c1O (stereo not drawn)
  10, 11, 8, 19, 1, 11, ., -8, -7, -29, 0
16) Cc1cccn2c(=O)c3cc(C(=O)NC4CCCCCC4)sc3nc12
  -12, 8, -49, -7, -4, 23, -10, -7, -15, -41, 18
17) CC1(C)CC2(CCO1)C(Nc1ccccc1)=NC(=S)N2CC(N)=O (stereo not drawn)
  18, -14, -2, 7, -5, -15, -7, 18, 7, -9, 3
18) CCn1cc(CCC(=O)NC2CCCC2)c2ccccc21
  -4, -23, -8, -4, -15, 19, -18, 2, -2, -13, -1
19) Cc1nnc2c(SC(C)C)nc3ccccc3n12
  -16, -16, 1, -1, -21, -9, -12, 7, -31, -19, 12
20) CCn1cc(Cl)c(C(=O)Nc2ccccc2C(N)=O)n1
  3, 18, -16, -6, -48, -12, -2, -3, -4, 2, -33
21) O=C(OCn1ncc(Cl)c(Cl)c1=O)c1ccccc1Cl
  -55, 87*, -95, -90*, -78, 31, 86*, 99*, 104*, 73*, 14
22) COc1ccccc1C(=O)N/N=C(\C)CC(=O)Nc1ccc(Cl)cn1
  -15, -1, -31, -3, -35, 15, 4, 10, 6, -28, -42
23) CC1CCCC(C)N1c1nnc(NC(=O)c2cc(-c3ccc(Br)cc3)on2)s1 (stereo not drawn)
  -1, 0, 2, -12, 8, -3, -1, -2, 15, 44, 10
24) CCCOC(=O)c1ccc(NC(=O)C(CC)CC)cc1
  -26, 6, -58, -9, -69, -8, -18, -3, -40, -51, -80
25) COc1cc([N+](=O)[O-])ccc1N1C(=O)CC(Sc2nccc(C)n2)C1=O (stereo not drawn)
  3, 2, -12, -7, -12, 13, -3, -14, 12, -42, 21
26) O=C(COC(=O)CCc1nc2ccccc2n1-c1ccccc1)Nc1cccc(Cl)c1
  11, 5, -3, -2, 0, -1, -7, -2, -6, 19, -10
27) COc1ccc(C)cc1NC(=O)C1CCCN(S(=O)(=O)c2cnc[nH]2)C1 (stereo not drawn)
  18, -8, 3, 4, -3, 1, 1, 13, -32, -20, -2
28) COc1cccc(-c2cccc(-c3nc(C(=O)Nc4ccc(-c5ccccc5)cc4)cc4c3[C@H](CCO)N(S(=O)C(C)(C)C)C4)c2)c1 (stereo partly drawn)
  -15, 13, 13, -4, ., ., ., -20, 11, -2, 7
29) CCOC(=O)c1ccc(NC(=S)NCc2ccco2)cc1
  5, 22, -2, 8, -13, -12, 0, 13, -21, -7, -17
30) Cc1oc(-c2ccc(F)cc2)cc1-c1nn2c(-c3ccoc3C)nnc2s1
  -4, 2, 3, -1, -34, 3, 5, -8, -7, 5, -9
31) CN1CCN(NC(=O)CN2C(=O)S/C(=C\c3c(Cl)cccc3Cl)C2=O)CC1
  -23, -2, 2, 1, -15, 16, -4, 7, 8, 0, 13
32) O=C1C=C(c2ccccc2Oc2ccccc2)C[C@@H](c2ccc(F)cc2)C1
  1, 2, 8, -8, -22, 6, -13, 22, 1, 15, -25
33) O=C(Nc1cccc(Cl)c1)c1csc(-c2ccccc2)n1
  -25, 8, -16, 7, -32, -16, -11, -1, -18, -58, -33
34) CC(CO)(CO)NC(=O)c1ccc(=O)[nH]n1
  5, -2, -12, -5, -12, -3, -1, -12, -1, -4, -2
35) COc1ccc(OC)c(Cc2nnc(CCC(=O)NC3CCCCCCC3)o2)c1
  -33, 2, -20, 0, -29, -2, -11, -8, -9, -31, -54
36) Cc1cc(Nc2ccc(Cl)cc2)nc(-c2ccccc2O)n1
  -6, 5, 6, -9, 6, 2, -13, -15, 0, 7, -6
37) COc1cccc(OCc2cc(C(=O)N(C)Cc3nc(C)cs3)no2)c1
  -110, -19, -62, 4, -43, -52, -42, 4, -23, -62, -112
38) COC(=O)C1CCN(S(=O)(=O)Cc2ccccc2)CC1
  11, 3, -3, 4, -7, 2, 5, -19, 29, 5, 9
39) CCn1cc([N+](=O)[O-])c(C(=O)N2N=C(c3ccc(OC)cc3OC)CC2c2ccccc2O)n1 (stereo not drawn)
  14, -5, -3, -3, -22, 9, 5, 25, -21, 9, 17
40) CCOC(=O)C1CCCN(C(=O)c2cccc(N3C(=O)c4ccccc4C3=O)c2)C1 (stereo not drawn)
  0, 0, 13, 5, 0, -13, -3, -1, 4, 4, -23
41) C#CCOCCOCCOCCNc1nc(N2CCN(C(=O)CCCCCCCCCCNC(=O)[C@H](CCCCN)n3cc(CCO)nn3)CC2)nc(N2CCN(C(=O)CCCCCCCCCCNC(=O)[C@H](CCCN=C(N)N)n3cc(C[C@@H](C)CC)nn3)CC2)n1
  -36, 0, 18, 9, ., ., -3, -12, -8, 8, -5
42) COC(=O)C1(CC2CC(c3ccncc3)=NO2)CCN(C(=O)OC(C)(C)C)CC1 (stereo not drawn)
  10, -4, -10, -14, 6, 13, 1, 13, -1, -7, 12
43) CCc1ccc(NC(=O)c2ccc(Cn3cc([N+](=O)[O-])cn3)cc2)cc1
  15, 17, -11, -7, -9, 0, -6, -2, -14, -38, -14
44) CCn1c(SCC(=O)N2CCCC2)nc2c1c(=O)n(C)c(=O)n2C
  9, 13, 8, 2, -23, 0, -8, 4, 14, 13, 11
45) COC(=O)C(C(=O)OC)C(C[N+](=O)[O-])c1ccc(OC)cc1 (stereo not drawn)
  8, -12, -19, 5, 24, 21, -18, 7, 1, -15, 3
46) Cc1cccc(C)c1NC(=O)CNC(=O)CCNC(=O)c1ccco1
  -8, -3, -18, -10, -16, 12, -3, 22, -5, 7, 6
47) CCOCC(=O)Nc1nnc(COCC)s1
  3, 25, -10, 6, -11, -14, -7, -2, -1, 0, -9
48) COc1ccccc1CC(=O)N1CCN(c2ccccc2F)CC1
  0, 7, 8, -9, 16, 11, 1, 21, 23, -9, 0
49) CS(=O)(=O)N(CC(=O)Nc1ccccc1C(=O)N1CCOCC1)c1ccccc1
  -17, -4, -2, 2, -21, 13, -2, 8, 5, 8, 23
50) CCOC(=O)NC1(C(F)(F)F)NC(=O)N(C2CCCCC2)C1=O (stereo not drawn)
  10, 6, 6, 5, 2, 0, 2, 2, 1, 0, -15
51) COc1ccc(CCNC(=O)c2ccccc2C(=O)NCCc2ccc(OC)c(OC)c2)cc1OC
  9, 4, -5, 6, 1, 9, ., -8, 0, -17, -1
52) CCCOc1ccc(C(=O)CCC(=O)OC(C)C(=O)Nc2ccc(NC(C)=O)cc2)cc1 (stereo not drawn)
  11, -7, 3, 7, 16, 15, -5, -9, 1, -37, -10
53) CCOc1ccc(/C(O)=C2/C(=O)C(=O)N(CCCN3CCOCC3)C2c2ccc(C)cc2)cc1C (stereo not drawn)
  -18, -6, -31, -2, -9, 3, 2, 5, 22, 5, -11
54) COc1ccc(NC(=O)CN(C)C(=O)C2CC(=O)N(CCc3ccc(OC)c(OC)c3)C2)cc1 (stereo not drawn)
  20, 22, -1, -15, 4, 9, -3, 5, 6, -21, -10
55) CCOC(=O)c1cnc2c(cnn2C)c1NCCC#N
  9, -3, -1, -27, 11, 11, 7, 2, -7, -20, 11
56) CCOC(=O)c1c(S(=O)(=O)Nc2cccc(Cl)c2)c(C)n(C)c1C
  21, -13, 6, -12, 6, -8, -2, 19, 21, -12, 4
